Assay outcomes (PubChem)
hcGAS inh: inhibitors of human cGAS | Q8N884 | inhibition, % at 12.5 µM | recombinant h-cGAS, ATP depletion, Kinase-Glo luminescence | AID 1259398 | 0.081% of 290,000 active;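 note: 0% = vehicle reaction and 100% = reaction without DNA for no activity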
Target sequence (Q8N884 whole entry, looked up): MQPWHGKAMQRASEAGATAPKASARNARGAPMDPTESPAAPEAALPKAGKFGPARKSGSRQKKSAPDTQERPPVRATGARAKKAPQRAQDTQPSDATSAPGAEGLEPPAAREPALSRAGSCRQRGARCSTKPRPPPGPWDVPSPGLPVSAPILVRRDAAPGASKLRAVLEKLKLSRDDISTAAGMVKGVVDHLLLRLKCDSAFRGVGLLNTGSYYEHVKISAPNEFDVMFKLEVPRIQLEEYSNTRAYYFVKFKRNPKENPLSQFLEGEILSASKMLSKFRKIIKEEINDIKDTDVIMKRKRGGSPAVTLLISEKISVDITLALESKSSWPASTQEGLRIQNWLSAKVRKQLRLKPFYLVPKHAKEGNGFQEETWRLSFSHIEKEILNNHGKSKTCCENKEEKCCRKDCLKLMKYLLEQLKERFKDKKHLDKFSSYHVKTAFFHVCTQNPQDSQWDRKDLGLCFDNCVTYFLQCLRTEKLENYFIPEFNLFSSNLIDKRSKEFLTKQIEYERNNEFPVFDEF
mcGAS lum: blocks mouse cGAS activity; AID 1259399; Q8C6L5; 0.15% of 160,000 active; recombinant cGAS, Kinase-Glo ATP depletion luminescence; inhibition, % at 12.5 µM;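 note: 0% = negative control wells and 100% = reference inhibitor with no enzyme activity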
NPYLR7 agonist: activates Aedes aegypti NPYLR7 receptor; HEK293T NPYLR7/Galpha15, GCaMP6s calcium fluorescence; activation, % at 10 µM; 0.15% of 270,000 active; in the data active = activation above about 40%;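 note: 0% = vehicle and 100% = reference agonist at the receptor; some compounds past the cut are filed as inactive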
* hit, by the source's call; nt = not tested or not shown. Cut-off read from the data, not from the text of the source, unless noted: active = inhibition above about 40%; inactive = the rest.

molecule	hcGAS inh	mcGAS lum	NPYLR7 agonist
Cc1ccc(S(=O)(=O)NCCc2sc3nc(-c4ccc(F)cc4)nn3c2C)cc1C	-6	-7	-3
Fc1cccc(CN2CCN(Cc3cnc(-c4ccco4)nc3)CC2)c1	-6	nt	5
Cn1ncc2c(NCc3ccccc3-n3ccnc3)nc(-c3cccnc3)nc21	-3	-14	1
CCOC(=O)c1c(NC(=O)CSc2nnc(-c3c[nH]c4ccccc34)o2)sc(C)c1C	-7	-5	-4
CCCCCC(=O)NN=Cc1ccc(O)c(OC)c1	-3	nt	-2
CCCC(O)CN(Cc1cccn1Cc1cccc(F)c1)CC(C)C (stereo not drawn)	-2	-2	nt
N#CC1C(=N)Oc2n[nH]c(-c3ccc(F)cc3)c2C1c1ccc(F)cc1 (stereo not drawn)	-8	nt	-1
O=c1cc(-c2ccc(Cl)cc2)[nH]c2ccc([N+](=O)[O-])cc12	-3	0	4
COC(=O)c1cnc(/C=C/c2cc(C)c(O)c(C)c2)s1	-6	nt	46*
CN(C)CCNC(=O)c1cc2n(n1)CCN(C(=O)c1ccc(=O)n(C)c1)C2	3	-9	0
COCc1nc(C(=O)NC2(c3ccc(F)cc3)CCC2)cs1	-3	nt	-2
Cc1ccc(-c2cccc(CN3CCN(C4CCN(C(C)C)CC4)C(CCO)C3)c2)o1 (stereo not drawn)	-2	-14	6
Nc1sc(=O)n(Nc2ccc(S(N)(=O)=O)cc2)c1N1CCOCC1	-6	nt	-2
OCCOC1CCCN(Cc2ccc3ccccc3n2)C1 (stereo not drawn)	-2	0	0
CC1(Cc2ccc(C(=O)c3ccccc3)cc2)C(=O)Nc2ccc(OC(F)(F)F)cc21 (stereo not drawn)	2	-3	3
CCOC(=O)c1c(NC(=O)/C=C/c2ccc(Cl)cc2Cl)sc(C(=O)Nc2ccccc2)c1C	-3	nt	-5
Cc1ccc(CN2CCN(C3CCCC3)CC2CCO)cc1 (stereo not drawn)	-5	-8	9
O=C(COc1ccccc1Cl)NNS(=O)(=O)c1ccc(F)c(F)c1	0	nt	-2
CC1Cc2ccccc2C1NC(=O)N1CCC(Cc2cnn(C)c2)C1 (stereo not drawn)	-2	-1	0
Cc1cccc(Cn2c(NC(C)c3ccccc3)nc3c2c(=O)[nH]c(=O)n3C)c1 (stereo not drawn)	1	-7	1
CONC(=O)COC(c1ccccc1)c1ccccc1	-10	nt	1
COc1ccc(S(=O)(=O)NC(=O)C2(C)CCN2C(=O)CC2CC2)cc1 (stereo not drawn)	-6	nt	-2
CC(C)N(CCC(N)=O)Cc1cc2ccccc2o1	0	-7	1
Cc1nnc(NC(=O)CN2C(=O)NC3(CC(C)CC(C)(C)C3)C2=O)s1 (stereo not drawn)	-2	nt	3
Cc1ccccc1-n1c(SCCc2ccncc2)nnc1-c1ccncc1	-4	nt	-13

Profiles, looked up by structure. Order of values: hcGAS inh | mcGAS lum | NPYLR7 agonist
Entry for Cc1ccc(-c2cccc(CN3CCN(C4CCN(C(C)C)CC4)C(CCO)C3)c2)o1 (stereo not drawn) → -2 | -14 | 6
Entry for CONC(=O)COC(c1ccccc1)c1ccccc1 → -10 | nt | 1

More records:
molecule	hcGAS inh	mcGAS lum	NPYLR7 agonist
O=C(O)C1Cc2nc[nH]c2CN1C(=S)Nc1ccccc1 (stereo not drawn)	3	-5	-1
CC1(C)CC(=O)CC(c2ccccc2)(C(F)(F)F)O1 (stereo not drawn)	-5	nt	-10
Cc1ccc(CNC(=O)CCc2cc3c(n2-c2ccc(Cl)cc2)-c2ccccc2OC3)o1	5	-3	1
CC1(C(=O)N2CCN(Cc3ccc(F)cc3)C(=O)C2)CCCO1 (stereo not drawn)	-3	nt	6
COc1ccc(N2C(=O)CSC2c2cccc(C(F)(F)F)c2)cc1Cl (stereo not drawn)	-1	nt	-3
CC(=O)c1cc(CN(Cc2ccccc2)Cc2nccs2)cs1	-3	nt	-2
c1ccc(Cn2cc(CNC3CCCc4ccccc43)cn2)cc1 (stereo not drawn)	-9	nt	7
COC(=O)c1cc2n(n1)CCN(C(=O)C(C)N1C[C@@H](C)O[C@@H](C)C1)C2 (stereo partly drawn)	-4	-6	20
Oc1ccc(-c2csc(Nc3ccc(F)cc3)n2)cc1O	-4	nt	2
COc1ccc(CN(Cc2cccc(C)c2)CC(O)COc2ccc(OC)cc2)cc1 (stereo not drawn)	-6	-7	1
CN(C)c1ccc(C2C(S(=O)(=O)NCc3cccc(C(F)(F)F)c3)CON2C)cc1 (stereo not drawn)	-18	nt	2
CN(Cc1ccccc1)C(=O)CN1CN(c2ccccc2)C2(CCN(S(=O)(=O)c3ccc(Br)cc3)CC2)C1=O	-9	-7	3
CN(Cc1cccnc1)c1nncc(-c2cccc3ccccc23)n1	-4	nt	15
O=C(O)Cn1nnc2ccccc2c1=O	-3	nt	4
COc1ccccc1C(=O)Nc1ccnn1C1CCN(C(=O)c2cccs2)CC1	-7	-4	-1
CCOc1ccccc1-c1cnc(NC)cn1	-15	nt	2
COC(=O)[C@@H]1C[C@@H](NC(=O)c2ccc(-c3ccn[nH]3)cc2)CN1C	-2	nt	4
C[C@H](NC(=O)c1ccco1)C(=O)NC1CCCCCC1	-5	nt	6
CC(C)(C)C1CCC(=NNC(=O)c2cc3c(s2)CCCC3)CC1 (stereo not drawn)	-11	nt	6
CC(=O)Nc1nc2c(s1)CC(C)CC2 (stereo not drawn)	-6	nt	3
COCC(c1ccccn1)N(C)C(=O)c1cccc2cc(C)oc12 (stereo not drawn)	5	nt	-7
O=C(Nc1c(C(=O)N2CCOCC2)oc2ccccc12)C1CCCCC1	-11	nt	-7
CCCCCCCC(=O)N(CCOC)Cc1ccc(OS(=O)(=O)c2cccc(C(F)(F)F)c2)cc1	23	0	-12
Cc1nc(C(=O)NCC2CCC3(CCN(Cc4c(F)ccc(F)c4F)CC3)O2)cs1 (stereo not drawn)	-9	-10	18
Cc1ccc(Nc2nc(N3CCN(c4ccc(F)cc4)CC3)nc3[nH]ncc23)cc1	-11	nt	1
Cc1c(C(=O)NNC(=O)N2CCCC2c2ccncc2)oc2ccccc12 (stereo not drawn)	-10	nt	3
CCOC(=O)c1csc(CSc2nnc(-c3ccccc3Cl)n2-c2ccccc2Cl)n1	-12	-8	nt
CSc1nc(SCC(N)=O)c2sc3c(c2n1)CCCC3	-4	nt	-7
Cc1ccc(-n2c(C)nn(CN3CCCC3c3ccccc3)c2=S)cc1 (stereo not drawn)	-11	nt	1
O=C(c1cc(F)ccc1F)N1CCN(c2ccccc2[N+](=O)[O-])CC1	-2	nt	2
O=C(c1ccc2snnc2c1)N1CCN(Cc2cccc(-c3noc(-c4cccc(Cl)c4)n3)c2)CC1	-8	-5	17
O=C(NCc1ccc(-n2cncn2)cc1)c1ccc2oc(CCc3ccccc3)nc2c1	-6	-8	16
O=C(c1ccco1)N1CCN(C(=O)c2cc3c(nc2Cl)CCC3)CC1	-2	nt	-4
CN1CCCN(S(=O)(=O)c2cncc(F)c2)c2ccc(F)cc21	-9	nt	0
Cc1ccccc1C(=O)N1CCC2(CC1)C(=O)N(CC(=O)Nc1ccc(F)cc1)CN2c1ccccc1	-3	-1	-5
O=C(NCc1cccnc1)c1n[nH]c2c1CNCC2	-6	nt	19
Cc1ccc(-n2nnnc2CNC(=O)c2cccc3ccccc23)cc1	1	-2	-4
CC(=O)CC1C(CC(=O)O)C1(C)C (stereo not drawn)	-5	-6	nt
CCCN(CCC#N)C(=O)CN1CC2=C(C1=O)C(c1ccc(Cl)cc1Cl)NC(=O)N2CC (stereo not drawn)	-1	-1	-3
CCOC(=O)N1CCC(N2CCCC(Nc3ccc(F)c(F)c3)C2)CC1 (stereo not drawn)	-9	nt	6
Cc1cc(C)n(-c2nc3c(c(=O)n2CC(=O)N2CCN(c4ccccc4)CC2)CCC3)n1	-1	-1	nt
Cc1noc(C)c1CN(C)Cc1cn[nH]c1C(=O)O	-3	nt	17
Cc1cc(=O)n(C(C)C(=O)N2CCOCC2)c2c1c(C)nn2-c1ccccc1 (stereo not drawn)	-3	nt	-1
CCOC(=O)[C@@H]1[C@H](c2ccccc2)[C@@H](NCc2ccc(N3CCOCC3)cc2)[C@H]2CCCCN21	-3	-10	34
CC[C@H]1COCCN1C(=O)c1cnc(N2CCN(C)CC2)nc1C	-1	-4	nt
COc1ccc(CN(CCc2c[nH]c3ccccc23)C(=O)CN(C(=O)c2ccc(F)cc2)C(C)C)cc1OC	-3	-4	14
CCCCn1nnnc1NCc1ccc(N(CC)CC)cc1	-5	nt	1
CCc1c(C)nc(-c2cccc(C(F)(F)F)c2)nc1N1CCNCC1	-4	nt	-2
CCS(=O)(=O)c1ccc(CC(=O)N=c2sc3cc(F)cc(F)c3n2CCOC)cc1	3	-3	-2
CCOC(=O)C1=C(C)Nc2ccccc2N=C1NC(=O)c1ccc(F)c(F)c1	-6	-10	3

A run of entries from further up, for reference:
molecule	hcGAS inh	mcGAS lum	NPYLR7 agonist
CCCCn1nnnc1NCc1ccc(N(CC)CC)cc1	-5	nt	1
CCc1c(C)nc(-c2cccc(C(F)(F)F)c2)nc1N1CCNCC1	-4	nt	-2
CCS(=O)(=O)c1ccc(CC(=O)N=c2sc3cc(F)cc(F)c3n2CCOC)cc1	3	-3	-2
CCOC(=O)C1=C(C)Nc2ccccc2N=C1NC(=O)c1ccc(F)c(F)c1	-6	-10	3

Continued.
molecule	hcGAS inh	mcGAS lum	NPYLR7 agonist
CCOCCCNC(=O)c1cc(NC(=O)c2ccc(Cl)cc2Cl)ccc1N1CCC(Cc2ccccc2)CC1	-14	-6	nt
CCN(CC)CCCNC1CCCC1	-4	-4	5
COc1cc(NS(=O)(=O)/C=C/c2ccccc2)c(C(=O)N(C)C)cc1OC	-13	-6	11
O=C(c1ncoc1-c1ccccc1)N(Cc1ccccc1)[C@@H]1CC[C@H]2C[C@@H]1[C@@H](O)CO2	1	-2	3
CCOc1ccc(C(=O)Nc2ccc3[nH]cc(CCN4CCc5ccccc5C4)c3c2)cc1	6	1	-24
CCOc1ccc(S(=O)(=O)N2c3ccccc3C(C(N)=O)CC2C)cc1OCC (stereo not drawn)	18	5	-10
O=C(NCc1ccc(CN2CCCC2)cc1)NC(c1cccs1)C1CC1 (stereo not drawn)	1	nt	8
CCN1CCCC1CNC(=O)CCC1CCN(Cc2[nH]c3ccc(OC)cc3c2C)CC1 (stereo not drawn)	-9	nt	3
CCOC(=O)c1nn(-c2ccccc2)c(=O)c2c(NC(=O)COc3ccc(Cl)cc3)scc12	0	-6	-1
Cc1nnc(SCC(=O)N2CCNC2=O)n1C1CCCCC1	-5	-6	1
COc1cccc(N=Nc2c(-c3ccccc3)[nH]n(-c3nc(-c4ccccc4)cs3)c2=O)c1	8	-3	3
CC(C)(NC(=O)c1cccs1)C(=O)N1CCCC(N2CCOCC2)C1 (stereo not drawn)	-2	-17	11
COCCCn1cc(C(=O)N2CCN(C(=O)C3CC3)CC2)c2nn(-c3ccccc3)c(=O)c-2c1	-12	-11	4
NNC1=NC2(CCCCC2)Cc2ccccc21	-14	-9	1
Cc1ncc(CN2CCCC2C(=O)Nc2ccc(-c3nc4ccccc4o3)cc2)[nH]1 (stereo not drawn)	-7	nt	11
Cc1ccc2[nH]c3c(=O)n(CC(=O)NCc4ccccc4F)cnc3c2c1	-7	-9	nt
Cc1nc(S(=O)(=O)N2CCN3CCCC3C2)cn1C (stereo not drawn)	-6	nt	7
CCOC(=O)Cc1csc(NC(=O)c2ccc(C)cc2)n1	1	-4	-9
Cc1ccc(-n2ncc3c(=O)n(NC(=O)c4ccc(C)c([N+](=O)[O-])c4)cnc32)cc1C	-12	nt	5
N#Cc1nc2c(S(=O)(=O)c3ccc(Cl)cc3)c(N)n(Nc3cccc(Cl)c3)c2nc1C#N	-7	-7	0
COc1ccc(C=CC(=O)C=Cc2ccc(OC)cc2)cc1	-13	21	6
CCc1nc2n(n1)C(=O)C(C(c1ccccc1)N1CCC3(CC1)OCCO3)S2 (stereo not drawn)	-6	-7	-2
CC(=O)N1CCc2cc(Br)cc(S(=O)(=O)CCC(=O)N3CCCc4ccccc43)c21	-2	nt	-4
Cc1ccc(F)c(Oc2cc(N3CCN(C(=O)COCc4ccccc4)C(C)C3)ncn2)c1 (stereo not drawn)	-5	-4	-10
Cc1c(Cl)cccc1NC(=O)NCC1(O)CCCNCC1 (stereo not drawn)	-7	nt	8
CCOC(=O)c1nn(-c2ccccc2C)c(=O)cc1OS(=O)(=O)c1cc(C)c(OC)cc1C	0	nt	3
c1ccc2c(c1)ncn2CCC1CCCCC1	-4	nt	0
CCn1c(CNc2ccc(N3CCN(C)CC3)cn2)nc2ccccc21	-4	nt	25
Cc1ccc(CN2C(=O)C(C)ON=C2c2ccc(N(C)C)cc2)cc1 (stereo not drawn)	1	nt	9
